Ub-GFP proteasome: proteasome inhibitors stabilizing ubiquitin-GFP reporter; Ubiquitin-GFP reporter cells, proteasome inhibition, GFP fluorescence; response scale: untreated = 0%, 10 µM MG-132 = 100%; Potency, µM (titrated, usually from 45.9 µM), for the others: at the top dose activation (GFP accumulation), actives largely listed as activators; 67,000 tested, under 10 active; active means well fitted activation curve with a large enough effect, not every such curve was filed as active; inconclusive means small, poorly fitted or top-dose-only effect, or another doubt; inactive means no such curve, though single readings can be large or run the other way; further: potency means the concentration at half of the fitted maximal effect
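U2OS cells expressing ubiquitin(G76V)-GFP, seeded overnight in 0.5% FBS medium, then treated 4 hr at 37 C across 46 uM to 2.9 nM. GFP-positive cells counted by laser cytometry (488 ex/515 em); %activity scaled between basal and 10 uM MG-132.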
HADH2 inh: blocks human hydroxyacyl-CoA dehydrogenase type II. Q99714. recombinant HADH2, NADH fluorescence, beta-hydroxybutyryl-CoA. Potency, µM (doses to about 57.1 µM), for inactives: at the top dose activity change, negative = inhibition, most hits filed as inhibitors. 73,000 tested, 3.4% active. AID 886; further: potency means the concentration at half of the fitted maximal effect; on the % scale 0 is the no-effect control and ±100 the full control effect; nearly all actives have a fitted effect of over 60% in size; many of its hits are not listed in these tables
Target sequence (Q99714 whole entry, looked up, one chain of several): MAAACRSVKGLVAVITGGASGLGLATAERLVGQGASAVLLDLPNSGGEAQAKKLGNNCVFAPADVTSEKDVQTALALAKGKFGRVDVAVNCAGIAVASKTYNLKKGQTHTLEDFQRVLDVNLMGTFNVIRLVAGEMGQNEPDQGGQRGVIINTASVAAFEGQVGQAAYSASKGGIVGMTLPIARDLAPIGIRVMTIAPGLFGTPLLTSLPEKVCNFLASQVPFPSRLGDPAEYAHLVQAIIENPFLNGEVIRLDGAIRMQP
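20 nM HADH2 + cpd, 15 min RT; add 1 mM NAD+/90 uM beta-hydroxybutyryl-CoA; kinetic fluorescence 360/450 nm, 4 min. Tris-HCl pH 9.0, 0.01% Tween-20.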
Tau fil binding: tau filament binding | 71,000 tested, 2% active | Potency, µM (series often up to 57.1 µM), inactives show at the top dose activity change, negative = inhibition | recombinant tau filaments, thioflavin S fluorescence, 15 h; filaments grown with octadecylsulfate alongside compound | P10636;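 further: potency means the concentration at half of the fitted maximal effect; on the % scale 0 is the no-effect control and ±100 the full control effect; actives lower thioflavin S fluorescence by blocking filaments or displacing dye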
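His-tagged recombinant human tau (exons 2, 3 and 10 included), 1 uM, was induced to fibrillize by 30 uM sodium octadecylsulfate with compound present. After 15 h at 37 C, thioflavine S fluorescence (ex 450, em 510 nm) was read.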
ERK AVP block: vasopressin-driven ERK pathway inhibition | HEK293-V1b, vasopressin-stimulated pERK AlphaScreen | Potency, µM (series often up to 57.5 µM), without a hit: at the top dose activity, negative = inhibition, usual class: inhibitors | 72,000 tested, 0.99% active | AID 995; further: potency means the concentration at half of the fitted maximal effect; on the % scale 0 is the no-effect control and ±100 the full control effect; nearly all actives have a fitted effect of over 55% in size
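Phosphorylated ERK1/2 detected via AlphaScreen bead proximity in lysates of V1b-expressing HEK293 cells given 25 nM vasopressin for 5 min after 30 min compound exposure (37 °C). AC50 from Hill equation; basal DMSO 0%, vasopressin 100%.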
Pol III holo inh: DNA polymerase III holoenzyme inhibition; AID 603; Potency, µM (top dose mostly 57.1 µM), inactives show at the highest dose activity change, negative = inhibition; reconstituted DNA polymerase III holoenzyme replication, biochemical; 71,000 tested, 0.25% active; further: potency means the concentration at half of the fitted maximal effect; on the % scale 0 is the no-effect control and ±100 the full control effect
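Reconstituted *E. coli* holoenzyme (0.35 nM Pol III, 1 nM beta, 154 nM SSB, 2 nM primase) was preincubated with compound for 15 min at RT. Synthesis on 1.4 nM ssM13Gori ran 35 min, then was stopped with PicoGreen/EDTA and read as dsDNA fluorescence.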
Hsp90 Hop PPI: changes Hsp90-Hop TPR2A binding signal, up or down. AlphaScreen TPR2A-His6 binding biotin-Hsp90 C-terminal peptide. Potency, µM (highest dose often 57 µM), without a hit: at the highest dose activity change, negative = inhibition. 71,000 tested, 0.44% active. AID 595; active means well fitted curve in either direction with a large enough effect; inconclusive means small, poorly fitted or top-dose-only effect, or another doubt; further: potency means the concentration at half of the fitted maximal effect; on the % scale 0 is the no-effect control and ±100 the full control effect; many of its hits are not listed in these tables
HBB splice mod: hemoglobin beta splicing modulation. HBB splicing reporter cell assay, activation; EGFP reporter with mutant IVS2-654 intron; response scale: normalised to 500 nM splice-correcting PNA. Potency, µM (doses to about 46.1 µM), without a hit: top-dose activation, usual class: activators. 65,000 tested, 0.06% active. AID 925; further: potency means the concentration at half of the fitted maximal effect; 0% is about no effect
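Compounds were applied for 2 days to HeLa EGFP-654 cells, 500/well in Optimem with 2% FCS. The reporter's EGFP is disrupted by mis-splicing of beta-globin intron IVS2-654. Readout: summed well GFP fluorescence from 488 nm laser scanning; reference was 500 nM antisense […] 654 PNA.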
15-hLO inh: 15-hLO (ALOX15) enzyme inhibition | purified 15hLO-1, xylenol orange hydroperoxide absorbance | Potency, µM (series often up to 57.1 µM), for inactives: at the highest dose activity change, negative = inhibition, usual class: inhibitors | 74,000 tested, 1.4% active; further: potency means the concentration at half of the fitted maximal effect; on the % scale 0 is the no-effect control and ±100 the full control effect; nearly all actives have a fitted effect of over 55% in size
Target sequence (P16050 whole entry, looked up): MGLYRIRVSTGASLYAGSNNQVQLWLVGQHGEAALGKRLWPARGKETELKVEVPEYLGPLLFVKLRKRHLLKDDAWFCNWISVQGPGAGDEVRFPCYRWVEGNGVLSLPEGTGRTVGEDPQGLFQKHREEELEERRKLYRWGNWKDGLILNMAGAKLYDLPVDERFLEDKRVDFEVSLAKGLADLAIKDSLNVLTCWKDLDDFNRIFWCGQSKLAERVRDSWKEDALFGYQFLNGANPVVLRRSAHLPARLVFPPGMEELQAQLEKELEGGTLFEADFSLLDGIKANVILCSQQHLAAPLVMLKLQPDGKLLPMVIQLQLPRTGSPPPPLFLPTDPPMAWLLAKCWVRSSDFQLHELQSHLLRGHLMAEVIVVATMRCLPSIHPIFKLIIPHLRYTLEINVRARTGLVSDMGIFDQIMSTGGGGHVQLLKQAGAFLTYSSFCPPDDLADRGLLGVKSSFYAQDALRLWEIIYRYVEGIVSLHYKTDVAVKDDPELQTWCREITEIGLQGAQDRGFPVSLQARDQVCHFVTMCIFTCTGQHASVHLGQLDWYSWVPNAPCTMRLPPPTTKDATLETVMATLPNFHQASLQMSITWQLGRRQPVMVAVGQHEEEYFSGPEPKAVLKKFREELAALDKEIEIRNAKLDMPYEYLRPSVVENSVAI
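Hydroperoxide formed from arachidonic acid (50 uM) by purified human 15hLO-1 (40 nM) oxidizes ferrous iron, and the ferric-xylenol orange complex is read at 573 versus 405 nm. Compounds were preincubated 15 min; reaction ran 6 min at room temperature.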
CRE-bla Fsk: alters forskolin-stimulated CRE reporter signaling in CHO cells. Potency, µM (titrated, usually from 38.2 µM), without a hit: top-dose activity change, negative = inhibition, most hits filed as activators. CHO CRE-bla reporter (cAMP response element driving beta-lactamase), forskolin EC10, beta-lactamase ratio. AID 662. 71,000 tested, 2.5% active; active means well fitted activation curve with a large enough effect in the signal ratio, with a control signal flat, not every such curve was filed as active; inconclusive means small, poorly fitted or top-dose-only effect, or effect the other way, or a change in a side signal; the % refers to the signal ratio; further: potency means the concentration at half of the fitted maximal effect; % of control where 0% means no effect
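The 460nm/530nm emission ratio after CCF4 loading defined %Activity, from which AC50 values were obtained. CRE-bla CHO cells received compound dilution series together with an EC10 level of NKH 477 for 3 hours at 37 degrees Celsius.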
Epigenetic mod: epigenetic modulators derepressing GFP locus in mouse cells. Potency, µM (doses to about 46.1 µM), for the others: at the top dose GFP derepression (activation). AID 597. 68,000 tested, 0.09% active. mouse C127i GFP locus derepression, cytometry, 30 h; further: % of control where 0% means no effect
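Locus derepression in mouse mammary C127i cells whose integrated CMV-GFP reporter is normally silent; GFP expression after 30 h compound treatment was quantified by counting fluorescent cells.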
FLuc inh: firefly luciferase inhibition; P08659; purified firefly luciferase, luminescence, 8 min; Potency, µM (top dose mostly 57.1 µM), for inactives: top-dose activity change, negative = inhibition, most hits filed as inhibitors; 72,000 tested, 2.2% active; AID 411; further: potency means the concentration at half of the fitted maximal effect; on the % scale 0 is the no-effect control and ±100 the full control effect; nearly all actives have a fitted effect of over 40% in size
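Here, luciferase activity is measured as luminescence following an 8 min room-temperature reaction at 10 uM ATP, pH 7.2. Every library sample is titrated.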
Numbers without * were called inactive; u = inconclusive; x = no result given; [ ] = another dose, or the depositor's remark. Unless noted, the call rests on the fitted dose curve; in most records, active means well fitted curve in the direction sought with a large enough effect; inconclusive means small, poorly fitted or top-dose-only effect, or another doubt; inactive means no such curve, though single readings can be large; an effect the other way counts as inactive or inconclusive. Some of the compounds tested. The share of hits here may be higher or lower than overall.

Every second line gives: Ub-GFP proteasome | HADH2 inh | Tau fil binding | ERK AVP block | Pol III holo inh | Hsp90 Hop PPI | HBB splice mod | 15-hLO inh | CRE-bla Fsk | Epigenetic mod | FLuc inh
CN(C)C(=O)c1ccc(-c2ccc3ncnc(NC4CCNCC4)c3c2)cc1
  1% | -21% | 7% | 10% | 1% | -1% | 1.1% | 2% | -5% | 0%[9.22 µM] | 0%[2.29 µM]
O=C(CCc1ccccc1)OCCN1CCOCC1
  3% | 3% | 4% | -4% | -7% | -4% | 0.0% | 3% | -3% | 2% | 1%
CCOc1cc(NC(=O)c2ccccn2)c(OCC)cc1NC(=O)CC(C)C
  -6% | 8% | -27% | -13% | -2% | -3% | -0.3%[57.5 µM] | 11% | -6% | 0% | 3%
CCOC(=O)CSc1nc(N)cc(=O)[nH]1
  15% | 5% | -2% | -10% | -4% | -3% | -0.8% | 6% | 2% | 0% | 2%
COc1ccc(CCNC(=O)CSc2nnnn2Cc2ccc3c(c2)OCO3)cc1OC
  -3% | 12% | -9% | -23% | -5% | 0% | -1.1% | 4% | -1% | -1% | 1%
Cc1ccc(-c2nc3ncccc3o2)cc1NC(=O)Cc1ccc(Cl)cc1
  -3%[9.17 µM] | 5%[11.4 µM] | 129%[11.4 µM] | 10% | 4%[11.4 µM] | -5%[11 µM] | -1.8%[0.0738 µM] | 2%[11.4 µM] | u | -2% | 0%
COc1ccc(CC[N@+]2(C)COc3cc4oc(=O)cc(C)c4cc3C2)cc1OC
  4%[9.17 µM] | 5%[11.4 µM] | -4%[11.4 µM] | -11%[11.5 µM] | -2%[11.4 µM] | 1%[11 µM] | -0.9%[9.22 µM] | 8%[11.4 µM] | 16%[7.6 µM] | -4%[9.22 µM] | 0%[11.4 µM]
O=C(NC1CC2CCCC(C1)N2C(=O)NC1CCCCC1)c1ccccc1 (centres undefined)
  -2% | -10% | 3% | 2% | 2% | -4% | x | -2% | 2% | -1% | 4%
CNC(=O)[C@]1(C)C[C@H]1[C@H](NC(=O)[C@]1(C)C[C@H]1[C@H](NC(=O)OCc1ccccc1)c1ccccc1)c1ccccc1
  x | -3% | -17% | 31%[activator] | -2% | -5% | 0.0% | 1% | 9% | x | x
CCC1CCCCN1C(=O)Cn1c(C(=O)OC)cc2ccsc21 (centres undefined)
  -3% | 5% | -5% | -9% | 0% | 2% | -1.7% | 2% | 3% | 0% | 0%
O=C(NCC1CCCO1)c1ccc2c(c1)OCO2 (centres undefined)
  -9% | u | -17% | -5% | -4% | -2% | 1.7% | 4% | -3% | 5% | 0%
CCCOc1ccc(-c2cnc(SCC(N)=O)nc2N)cc1
  -5% | 4% | 26% | u | -5% | -4% | 12% | 0% | 3% | 9% | -2%
CS(=O)(=O)Nc1ccc(C(=O)NC2CCCC2)cc1
  -1% | 0% | -9% | u | -8% | -5% | 0.6% | 2% | -2% | 6% | 2%
CCC(=O)Nc1nc(CC(=O)Nc2ccccc2)cs1
  -4% | 2% | -1% | -16% | -4% | -1% | -1.1% | 11% | u | 2% | 0%
CCNS(=O)(=O)c1cc(S(C)(=O)=O)ccc1Cl
  7% | -2% | -3% | 2% | 0% | -2% | -2.2% | 5% | 3% | 5% | 3%
CCN(CC)C1CC(=O)N(c2cccc(C)c2)C1=O (centres undefined)
  1% | -20% | 2% | -26% | -3% | 0% | -0.2% | -7% | -1% | 3% | 3%
COc1cccc(NC(=O)CSc2nnc(-c3cc(-c4ccccn4)nc4ccccc34)o2)c1
  -2% | 10% | 25µM* | -9% | -1% | -8% | 0.9% | 1% | u | -1% | 0%
COc1ccc2[nH]cc(CCNc3nc(-c4ccc(C(=O)N(C)C)cc4)nc4ccccc34)c2c1
  2% | -17% | 2% | -20% | 4% | -16% | 1.4% | u | 0.32µM* | -3%[9.22 µM] | -26%[2.29 µM]
CC(C(=O)c1ccccc1)n1cnc2ccccc2c1=O (centres undefined)
  4% | -11% | 1% | -13% | -6% | -3% | -0.1% | -3% | 6% | 0% | 2%
CCCCOc1cccc(C(=O)O)c1
  -7% | 32% | 2% | 2% | -5% | u | 0.7% | -6% | 2% | 0% | 3%
O=C(CN1CCCCC1)NCCNC(=O)CN1CCCCC1
  -6% | -1% | -2% | -12% | -5% | -3% | -0.1% | 5% | 0% | 3% | -1%
COc1ccc(C)cc1-n1nnnc1SCC(=O)N1CCC(C(=O)Nc2nccs2)CC1
  -2% | -12% | 8% | 8% | 2% | -6% | 1.4% | -1% | u | -2% | 4%
CCOC(=O)N1CCC(NC(=O)c2cc(S(=O)(=O)N3CCCC3)cn2C)CC1
  -16% | 0% | -3% | 2% | -10% | -12% | -2.0% | 6% | u | 1% | 1%
CC(C)(C)NC(=O)COC(=O)Cc1ccc(Cl)cc1
  -4% | 7% | 6% | -7% | -8% | 1% | 0.4%[57.5 µM] | -11% | -3% | 2% | -2%
CCC(O)(CCN1CCCCC1)c1ccccc1 (centres undefined)
  6% | 18% | -10% | 20% | -6% | 0% | x | 9% | 6% | 0% | -1%
COC(=O)c1ccc(C(c2c(N)n(Cc3ccccc3)c(=O)n(C)c2=O)N2CCOCC2)cc1 (centres undefined)
  1% | -7% | -8% | -20% | 4% | -4% | 0.4% | -10% | u | -4% | 0%
CNC(=O)CSc1nnc(-c2cc3c(C)nn(-c4ccccc4)c3s2)n1C
  2% | 23% | -3% | -11% | -3% | 3% | x | 7% | 13% | -2% | 3%
CCOC(=O)Nc1cc(OC)c(OC)cc1Cc1nccc2cc(OC)c(OC)cc12
  -1% | 1% | -1% | -30% | -3% | -3% | -0.4% | -5% | 6.3µM* | -3% | 3%
Cc1ccc(S(=O)(=O)N[C@H]2COC(=O)C/C=C\[C@H](C)[C@@H](NS(=O)(=O)c3ccc(C)cc3)COC(=O)C/C=C\[C@@H]2C)cc1
  x | 7%[11.4 µM] | x | 0%[11.5 µM] | x | x | 1.2%[9.22 µM] | 4%[11.4 µM] | x | x | 1%[11.4 µM]
CCCn1c(=O)c2ccccc2n2c(SCC(=O)c3cc(C)n(CCOC)c3C)nnc12
  10% | -5% | -14% | 11% | 4% | -2% | -2.1% | 7% | u | -2% | 1%
CCN(C(=O)CCN1C(=O)c2ccccc2C1=O)C1CCCCC1
  7% | 3% | -15% | -1% | 1% | -9% | -0.8% | 11% | -3% | 6% | 1%
OC[C@H]1NC[C@H](O)[C@@H](O)[C@H]1O
  1% | -1% | -24% | -2% | -4% | 1% | x | u | -12% | 0% | 1%
O=C(CN1C2=NCCCN2c2ccccc21)c1ccc(Br)s1
  1% | -2% | u | -9% | -1% | -2% | x | -1% | -8% | 0% | 1%
CCOc1ccc(C(=O)N(CN2CCCC2=O)c2ccc(C)cc2)cc1
  -1% | 3% | 2% | -4% | 0% | -5% | -1.6%[57.5 µM] | -2% | -6% | 2% | 3%
CCOc1ccc(N(CC(=O)Nc2ccc(F)c(F)c2)S(=O)(=O)c2c(C)noc2C)cc1
  -16% | 5% | 53% | u | -3% | 3% | -0.5% | -3% | 12% | -3% | 1%
COc1ccc(-c2nc(C#N)c(NCc3ccccc3Cl)o2)cc1
  3% | 32µM* | 145% | u | 4% | -5% | -0.5% | -29% | 25% | 0% | -4%
CN1CCN(c2ccc(Cl)cc2NC(=O)c2nn(-c3ccccc3)c(=O)c3ccccc23)CC1
  8% | 7% | 2% | 21% | -1% | -5% | -0.3%[57.5 µM] | 2% | 0% | 2% | 0%
COc1ccc(C(OC(=O)c2ccco2)C(=O)NCc2ccco2)cc1 (centres undefined)
  -4% | -3% | -3% | -11% | 6% | -6% | x | 1% | 2% | -2% | 1%
COc1ccc(CN2C(=O)c3ccccc3C2C(=O)NCc2cccnc2)c(OC)c1 (centres undefined)
  -6% | 0% | 3% | -2% | 2% | -3% | -0.8% | 15% | -1% | 2% | 0%

Screens deposited in PubChem by National Center for Advancing Translational Sciences (NCATS).
